Source: PubChem (National Center for Advancing Translational Sciences (NCATS))
DT40 TDP1 no CPT – qHTS for Inhibitors of human tyrosyl-DNA phosphodiesterase 1 (TDP1): qHTS in cells in absence of CPT. AID 686978, 2013. DT40 Tdp1-/- hTDP1 cells, no CPT, ATP luminescence, 48 h. actives 15% (n = 420,000). Potency, µM (series often up to 46.2 µM), without a hit: at the top dose activity change, negative = growth inhibition, usual class: inhibitors; further: nearly all actives have a fitted effect of over 55% in size
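Stably hTDP1-transfected Tdp1-null chicken DT40 cells were treated with library compounds minus camptothecin and grown for at least 48 hr at 37 °C, after which cellular ATP was quantified by luminescence.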
DT40 TDP1 CPT – qHTS for Inhibitors of human tyrosyl-DNA phosphodiesterase 1 (TDP1): qHTS in cells in presence of CPT; chicken DT40 Tdp1-/-;hTDP1 cells + 20 nM CPT, ATP luminescence, 48 h; Potency, µM (series often up to 46.2 µM), inactives show at the top dose activity change, negative = growth inhibition, most hits filed as inhibitors; actives 12% (n = 420,000); AID 686979, 2013; further: nearly all actives have a fitted effect of over 55% in size
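Chicken DT40 Tdp1-/- cells stably complemented with human TDP1 were seeded at 400 cells/well in medium containing 20 nM camptothecin, exposed to pin-transferred compounds, and grown at 37 °C for at least 48 hr. Viability was read as ATP luminescence.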
GCN5L2 inh – qHTS Assay for Inhibitors of GCN5L2; Histone acetyltransferase KAT2A (Homo sapiens), Q92830; GCN5L2 HAT assay, ThioGlo1 CoA-SH fluorescence; Potency, µM (top dose mostly 58.9 µM), for the others: top-dose activity change, negative = inhibition, usual class: inhibitors; actives 0.21% (n = 390,000); AID 504327, 2011
Target sequence (Q92830 whole entry, looked up): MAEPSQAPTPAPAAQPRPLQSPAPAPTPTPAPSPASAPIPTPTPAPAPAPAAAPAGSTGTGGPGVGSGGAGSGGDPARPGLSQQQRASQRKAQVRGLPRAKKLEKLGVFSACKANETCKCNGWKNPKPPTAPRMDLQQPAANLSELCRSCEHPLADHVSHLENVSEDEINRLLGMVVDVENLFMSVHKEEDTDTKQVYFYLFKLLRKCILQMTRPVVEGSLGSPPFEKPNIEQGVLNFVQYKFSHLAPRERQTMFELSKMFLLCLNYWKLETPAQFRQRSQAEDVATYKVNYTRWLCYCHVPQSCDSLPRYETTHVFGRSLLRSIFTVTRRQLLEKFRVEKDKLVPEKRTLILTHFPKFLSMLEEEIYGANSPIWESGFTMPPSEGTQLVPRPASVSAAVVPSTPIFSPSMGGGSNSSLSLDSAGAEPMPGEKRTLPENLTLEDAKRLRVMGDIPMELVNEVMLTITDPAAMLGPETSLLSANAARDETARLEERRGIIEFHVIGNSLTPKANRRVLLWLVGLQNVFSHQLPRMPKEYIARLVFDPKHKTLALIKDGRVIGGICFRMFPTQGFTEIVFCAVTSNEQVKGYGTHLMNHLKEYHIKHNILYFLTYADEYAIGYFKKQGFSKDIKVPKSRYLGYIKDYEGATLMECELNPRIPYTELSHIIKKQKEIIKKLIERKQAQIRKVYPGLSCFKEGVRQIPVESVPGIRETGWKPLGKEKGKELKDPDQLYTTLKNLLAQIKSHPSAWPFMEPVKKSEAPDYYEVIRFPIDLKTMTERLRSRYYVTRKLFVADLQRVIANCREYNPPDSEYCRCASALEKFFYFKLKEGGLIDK
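Titration-based screen in which CoA formation is detected via maleimide probe ThioGlo1 (50uM) turning fluorescent on thiol reaction; substrates H3(1-25) 75uM and acetyl-CoA 70uM, GCN5L2 20nM, 20 min incubation at room temperature.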
* marks the source's active call; other numbers are inactive results; ? = inconclusive; / = no result given; & = joins results of further samples; [ ] = dose if it differs, or a comment. The call rests on the fitted dose curve; in most records, active means well fitted curve in the direction sought with a large enough effect; inconclusive means small, poorly fitted or top-dose-only effect, or another doubt; inactive means no such curve, though single readings can be large; an effect the other way counts as inactive or inconclusive. On the % scale 0 is the no-effect control and ±100 the full control effect; potency means the concentration at half of the fitted maximal effect. A portion of the library; rates above refer to the full screens.

SMILES | DT40 TDP1 no CPT | DT40 TDP1 CPT | GCN5L2 inh
CC(C)OP(=O)(OC(C)C)C(O)c1ccc(N(C)C)cc1 (centres undefined) | 1% | -16% | 2%
COc1ccc(N2CCN(C(=O)c3cccs3)CC2)cc1 | -7% | -14% | -7%
CC(C)c1ccc(Nc2cc(C(=O)NCCc3ccccc3)c3ccccc3n2)cc1 | ? | ? | -6%
Cc1cccc(NC(=O)CSc2nnc(-c3cc(C)[nH]n3)n2N)c1 | 24% | -2% | -2%
O=C(Nc1ccccc1)OC(CN1CCCCC1)C(F)(F)F (centres undefined) | 8% | 2% | -2%
COc1ccc2c(C(=O)NCc3ccc4c(c3)OCO4)c(-c3ccc(S(C)(=O)=O)cc3)sc2c1 | 16µM* | 23µM* | -7%
CC(C)(C)c1ccc(NC(=S)NCCc2ccccn2)cc1 | ? | ? | -7%
Cc1ccc(OCC(=O)O/N=C(\N)Cc2cccs2)cc1C | -7% | -3% | /
COc1ccc(C)cc1N(C(=O)c1ccc(F)cc1)c1nc2ccccc2s1 | 16µM* | ? | -3%
CCN(CC)C(=O)CSc1nnc(-c2ccccc2)n1N | 2% | 5% | -2%
CC1CC(C)CN(C(=O)Cn2cc(C=O)c3ccccc32)C1 (centres undefined) | 13% | 0% | -2%
CCOc1cc(C(=S)N2CCCCC2)ccc1OCC(=O)NCc1ccccc1 | ? | -18% | -4%
COc1ccc(CN2C(=O)CN(S(C)(=O)=O)CC2(C)C(=O)NC(C)C)cc1 (centres undefined) | 1% | 23% | /
CC(=O)Nc1ccc(NC(=O)C(C)Sc2nnc(-c3cccs3)o2)cc1 (centres undefined) | 9% | -3% | 1%
C=CCc1cc(Cl)ccc1OCCN1CC(C)OC(C)C1 (centres undefined) | 21µM* | ? | -6%
CC(=O)Nc1ccc(NS(=O)(=O)c2ccc(C)cc2)c([N+](=O)[O-])c1 | -17% | 0% | -4%
COc1c(Cl)cc(Cl)cc1/C=C/C(=O)c1ccc(NC(=O)c2cccs2)cc1 | 2.6µM* | 2.3µM* | -8%
CN1CCN(c2ccc(NC(=O)c3ccc4c(c3)OCCO4)cc2)CC1 | 2% | -10% | -1%
COC1C(O)C(CO)OC1n1cnc2c(=O)[nH]c(N)nc21 (centres undefined) | 6% | 11% | -26%
CN(CCCC(=O)NCc1ccco1)S(=O)(=O)c1ccccc1 | -3% | 6% | 0%
CC(C)c1c(C(=O)N/N=C/c2ccc(OCc3ccc(F)cc3)cc2)nnn1-c1nonc1N | ? | ? | -6%
O=C(Nc1ccc(Cl)c([N+](=O)[O-])c1)ONC1=NCCCCC1 | 13µM* | ? | -3%
CN[C@H]1C[C@H]2c3cc(Oc4ccccc4C)ccc3CCN2C(=O)[C@H]1[C@H](C)O | ? | ? | /
O=C1CSC(c2nn(-c3ccccc3)cc2-c2cc3ccccc3oc2=O)N1Cc1ccco1 (centres undefined) | ? | ? | -18%
COC(=O)c1ccccc1NC(=O)N(Cc1ccc(C)cc1)Cc1cccn1-c1nnc(N2CCCC2=O)s1 | ? | -7% | -3%
Going on with the list.
SMILES | DT40 TDP1 no CPT | DT40 TDP1 CPT | GCN5L2 inh
CCOc1cc(C=NN=C2c3ccccc3-c3ccccc32)ccc1O | 18µM* | ? | /
CC1(C(=O)NS(=O)(=O)c2ccc(Br)cc2)CCN1C(=O)CC1CCCCC1 (centres undefined) | 5% | -2% | /
C=CCC[C@H](Cc1ccc(F)cc1)C(=O)OC[C@@H](C)NC(=O)[C@H](CC=C)CC(=O)NCCO | ? | -23% | -1%
Cc1ccccc1-n1nnnc1SCC(=O)NCC1CCCO1 (centres undefined) | -7% | -1% | -4%
CC1CN(C(=S)SCC(=O)c2ccc(Cl)cc2)CC(C)O1 (centres undefined) | 2.6µM* | 4.1µM* | -11%
CC(=O)OCC1OC(n2c3c(cc(C#N)c2=S)CCCC3)C(OC(C)=O)C(OC(C)=O)C1OC(C)=O (centres undefined) | 9% | -3% | /
O=C(NC(=O)N1CCN(c2ccc(F)cc2)CC1)c1ccccc1 | -4% | -8% | -6%
COc1cc(S(=O)(=O)N(C)C)ccc1Br | -6% | 4% | -10%
Cc1oc2ncn(CC(C)C)c(=O)c2c1C(=O)NCCCN(C)Cc1ccccc1 | -28% | -9% | 1%
O=S(=O)(c1ccc(F)cc1)N1CCN=C1SCc1cccnc1 | ? | -5% | -7%
O=c1cc(-c2ccccc2)n2c(SCc3ccc(Cl)cc3)nnc2[nH]1 | -18% | 1% | -7%
CCOC(=O)Nc1ccc(S(=O)(=O)Nn2cnnc2)cc1 | -10% | -5% | -1%
CN1C(=O)C2(c3ccccc31)N(c1ccccc1)C(=O)CS2(=O)=O (centres undefined) | 0% | 2% | -18%
CCN(CC)c1nc2ccccc2nc1C(=O)Nc1ccc(C(C)=O)cc1 | ? | ? | -12%
COC(=O)C1C(=O)NCC1c1ccccc1 (centres undefined) | 11% | -20% | /
Cc1ccc2nc(Cl)c(C3CC(c4cccs4)=NN3S(C)(=O)=O)cc2c1 (centres undefined) | ? | ? | -10%
O=S1(=O)CCN(C2CCCCCC2)CC1 | -14% | -9% | /
CSc1ccc(CCNC(=O)Cn2c(C)c3cnn(-c4ccccc4)c(=O)c3c2C)cc1 | -17% | ? | -10%
Cc1cccc(NC(=O)CC(C)S(=O)(=O)c2ccc3c(c2)NC(=O)CO3)c1C (centres undefined) | -17% | -13% | 1%
O=C1C2CCCN2C(c2ccc(Cl)cc2)N1c1nccs1 (centres undefined) | -5% | -1% | 0%
Cc1cccc2c1c(N=NC(N)=S)c(O)n2C1OC(CO)C(O)C(O)C1O (centres undefined) | 8% | 2% | -2%
O=C(NCc1ccc(F)cc1)C1CCN(C(=O)c2ccc(-n3ccc4ccccc43)s2)CC1 | 15µM* | 16µM* | 0%
CN(C)S(=O)(=O)c1ccc(N2CCCC2)c(C(=O)N2CCN(c3ccc([N+](=O)[O-])cc3)CC2)c1 | ? | -23% | -1%
CC1CCCCC1NC(=O)Cn1cc([N+](=O)[O-])ccc1=O (centres undefined) | -21% | -2% | -3%
CCOC(=O)C1CCN(C(=O)NS(=O)(=O)c2ccc(C)cc2)CC1 | 0% | -6% | -4%

Arranged by molar mass (highest first): 4 of the compounds above
SMILES | DT40 TDP1 no CPT | DT40 TDP1 CPT | GCN5L2 inh
O=C(NCc1ccc(F)cc1)C1CCN(C(=O)c2ccc(-n3ccc4ccccc43)s2)CC1 | 15µM* | 16µM* | 0%
CCOC(=O)C1CCN(C(=O)NS(=O)(=O)c2ccc(C)cc2)CC1 | 0% | -6% | -4%
O=S(=O)(c1ccc(F)cc1)N1CCN=C1SCc1cccnc1 | ? | -5% | -7%
O=C1C2CCCN2C(c2ccc(Cl)cc2)N1c1nccs1 (centres undefined) | -5% | -1% | 0%

Record cards, as listed above. Screens in order: DT40 TDP1 no CPT | DT40 TDP1 CPT | GCN5L2 inh
Record of `COC(=O)C1C(=O)NCC1c1ccccc1` (centres undefined) → 11% | -20% | /
Record of `O=C(Nc1ccccc1)OC(CN1CCCCC1)C(F)(F)F` (centres undefined) → 8% | 2% | -2%
Record of `CN(CCCC(=O)NCc1ccco1)S(=O)(=O)c1ccccc1` → -3% | 6% | 0%
Record of `O=S(=O)(c1ccc(F)cc1)N1CCN=C1SCc1cccnc1` → ? | -5% | -7%
Record of `Cc1ccc2nc(Cl)c(C3CC(c4cccs4)=NN3S(C)(=O)=O)cc2c1` (centres undefined) → ? | ? | -10%

Back to the main list, repeating the four entries before the break.
SMILES | DT40 TDP1 no CPT | DT40 TDP1 CPT | GCN5L2 inh
O=C(NCc1ccc(F)cc1)C1CCN(C(=O)c2ccc(-n3ccc4ccccc43)s2)CC1 | 15µM* | 16µM* | 0%
CN(C)S(=O)(=O)c1ccc(N2CCCC2)c(C(=O)N2CCN(c3ccc([N+](=O)[O-])cc3)CC2)c1 | ? | -23% | -1%
CC1CCCCC1NC(=O)Cn1cc([N+](=O)[O-])ccc1=O (centres undefined) | -21% | -2% | -3%
CCOC(=O)C1CCN(C(=O)NS(=O)(=O)c2ccc(C)cc2)CC1 | 0% | -6% | -4%
CN(CC(=O)Nc1ccccc1C(F)(F)F)C(=O)c1cc2c(s1)CCCCC2 | ? | ? | -3%
CCOc1ccc(C(c2c(C)[nH][nH]c2=O)c2c(C)[nH][nH]c2=O)cc1OC | -20% | -26% | 0%
COc1ccccc1CNc1nc(Nc2ccccc2-n2cccn2)c2sccc2n1 | 16µM* | 15µM* | /
N#Cc1ccc(CN2CCN(CC(=O)Nc3ccccc3C(=O)NC3CC3)CC2)cc1 | 0% | ? | -1%
Cc1ccc(S(=O)(=O)N2CCC(C(=O)N/N=C/c3cccn3C)CC2)cc1 | -22% | -10% | -4%
COc1ccccc1C1CC(=O)NC(C)=C1C(=O)OC(C)C (centres undefined) | 13µM* | ? | -5%
Cc1ccc(C)c(N2CCN(C(c3ccccc3)c3nnc(-c4ccccc4F)o3)CC2)c1 (centres undefined) | 23µM* | ? | -14%
CCOC(=O)c1sc2nc(CC(C)C)c3c(c2c1N)CCC3 | -16% | 0% | -8%
CC(C)(C)c1ccc(SC2=C[C@@]3(O)CC[C@@H](O)[C@@](Sc4ccc(C(C)(C)C)cc4)(C2=O)[C@H]3O)cc1 | 3.3µM* | 4.6µM* | /
O=C(NNC(=S)NC(=O)c1cccs1)c1ccc(O)cc1 | ? | 23µM* | -4%
CC1CCN(CCCNC(=O)C2CC(=O)N(CCc3ccccc3)C2)CC1 (centres undefined) | 18% | 4% | -5%
COc1ccccc1NC(=O)C1=C(C)Nc2nc(SCc3ccccc3Cl)nn2C1c1ccccn1 (centres undefined) | ? | ? | 3%
Cc1cc(=O)n2ccsc2n1 | -8% | -12% | -17%
N#CCc1ccc(Oc2ccc([N+](=O)[O-])cn2)cc1 | -26% | 19% | -1%
O=C(O)CN1CCCCC1 | -10% | 13% | -23%
O=C(/C=C/N1CCN(Cc2ccccc2)CC1)C(F)(F)F | 1% | -4% | -12%
CCOC(=O)c1c(NC(=O)CN2CCCCC2)sc2c1CCN(C(=O)OCC)C2 | ? | ? | -8%
O=C(c1ccc2c(c1)OCO2)C1CCCN(Cc2c(F)ccc(F)c2F)C1 (centres undefined) | -18% | -1% | -28%
CCOC(=O)c1cnn(-c2ccccc2)c1NC(=O)C(F)(F)C(F)(F)C(F)(F)F | ? | ? | 1%
CCc1nc2c(OCc3ccc(C(=O)N(C)C)cc3)cccn2c1N(C)C(=O)c1ccc(C)cc1 | -23% | 1% | /
COc1cc(OC)c(NC(=O)c2cc(S(=O)(=O)N3CCCC3)cn2C)cc1Cl | -8% | 2% | -1%
CC(C)(C)OC(=O)N1CCC[C@H]1c1nnc(SCC(=O)Nc2ccc(Br)cc2)o1 | -29% | -12% | ?
CCOc1ccccc1CNC(=O)CCn1cccn1 | -9% | -18% | -12%
O=C(CCSc1nnc2ccccn12)Nc1ccc(F)cc1 | 5% | 13% | -10%
O=C(Nc1ccc2c(c1)OCCO2)C(CCc1ccccc1)N1CCN(c2ccc(F)cc2)CC1 (centres undefined) | ? | ? | /
Continuation.
SMILES | DT40 TDP1 no CPT | DT40 TDP1 CPT | GCN5L2 inh
Cc1cc(CNC(=O)c2ccc3nc(Cc4ccccc4F)oc3c2)nn1C | ? | ? | -18%
CCCNC(=O)N(CCOC)CC1CCCN(C2Cc3ccccc3C2)C1 (centres undefined) | 4% | 25% | -10%
Oc1ccc(Nc2nc(NCC3CCCO3)c3ccccc3n2)cc1 (centres undefined) | 16µM* | 23µM* | 1%
O=C(c1ccc(F)cc1)C1CCN(S(=O)(=O)c2ccccc2)CC1 | 4% | 10% | 5%
COC(=O)c1ccc(COc2ccc(/C=N/O)cc2OC)o1 | -8% | -30% | 12%
COCCCN1C(=O)C2C(C(=O)Nc3cc(C)cc(C)c3)C3C=CC2(O3)C1C(=O)NC1CCCCC1 (centres undefined) | -17% | 5% | -5%
COc1cc(/C=N/NC(=O)c2nc3ccccn3c2C)cc(OC)c1O | -2% | 1% | -10%
Cn1c(=O)n(C)c2cc(NS(=O)(=O)c3ccc(F)cc3)ccc21 | ? | ? | -5%&-7%
O=C(Nc1ccc2c(c1)OCCO2)C1CCN(C(=O)c2ccc(Cl)cc2)CC1 | ? | -7% | -1%
CC(=O)N1CC(c2ccccc2)C(c2ccc(Cl)cc2)=N1 (centres undefined) | ? | ? | -8%
Cc1ccccc1-c1cnc(-c2ccncc2)nc1C1CCCN(Cc2ccccc2O)C1 (centres undefined) | ? | -5%[9.04 µM] | /
Cc1onc(-c2ccc3c(c2)OCO3)c1-c1ccc2[nH]ccc2c1 | 16µM* | 18µM* | 0%
N#CCC(=O)Nc1cc(C(F)(F)F)ccc1N1CCOCC1 | -11% | -14% | -8%
